pCIP destab – p/CIP protein destabilization. F442A p/CIP-EGFP cells, EGFP fluorescence, 16 h. Q05BA5. decrease of EGFP signal, % at 10 µM. 290,000 tested, 0.01% active;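 active = EGFP signal decrease of at least 30% at 10 µM or well 3 SD below plate mean, unless failing retest; inactive = the rest, including hits failing retest or dose response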; also: some compounds called inactive have numbers as strong as hits; many of its hits are not listed in these tables
HCV NS3 hel inh – HCV NS3 helicase inhibition. inhibition, % at 10.9 µM. NS3 helicase DNA unwinding, Cy5 molecular beacon fluorescence. 290,000 tested, 0.56% active;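 active = inhibition above the mean of all tested compounds plus 3 SD, set per campaign, cut at about 35% in these data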;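 also: 0% = DMSO wells and 100% = thioflavine S control wells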
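assay system = NS3 helicase fragment of HCV | buffer or medium = MOPS pH 6.5, MgCl2, DTT, Tween20, BSA | timing = 60 min unwinding reaction at 25 °C after ATP addition | signal = Cy5 beacon fluorescence read at start and 1 h | read-out basis = % inhibition of unwinding | control set = low DMSO, high thioflavine S at 110 µM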
IDE inh – inhibits human insulin-degrading enzyme in HEK cells; inhibition, % at 5.59 µM; AID 434962; P14735; 320,000 tested, 0.41% active; FAbetaB cleavage, fluorescence polarization;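 active = percent inhibition above the average of all tested compounds plus 3 SD, set per screening campaign, cut at about 16% in these data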;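 also: IDE supplied by intact live HEK cells; FP after avidin binding of uncleaved biotin substrate so inhibition keeps polarization high; 0% = DMSO wells and 100% = 60 µM reference IDE inhibitor Ii1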
Target sequence (P14735 whole entry, looked up): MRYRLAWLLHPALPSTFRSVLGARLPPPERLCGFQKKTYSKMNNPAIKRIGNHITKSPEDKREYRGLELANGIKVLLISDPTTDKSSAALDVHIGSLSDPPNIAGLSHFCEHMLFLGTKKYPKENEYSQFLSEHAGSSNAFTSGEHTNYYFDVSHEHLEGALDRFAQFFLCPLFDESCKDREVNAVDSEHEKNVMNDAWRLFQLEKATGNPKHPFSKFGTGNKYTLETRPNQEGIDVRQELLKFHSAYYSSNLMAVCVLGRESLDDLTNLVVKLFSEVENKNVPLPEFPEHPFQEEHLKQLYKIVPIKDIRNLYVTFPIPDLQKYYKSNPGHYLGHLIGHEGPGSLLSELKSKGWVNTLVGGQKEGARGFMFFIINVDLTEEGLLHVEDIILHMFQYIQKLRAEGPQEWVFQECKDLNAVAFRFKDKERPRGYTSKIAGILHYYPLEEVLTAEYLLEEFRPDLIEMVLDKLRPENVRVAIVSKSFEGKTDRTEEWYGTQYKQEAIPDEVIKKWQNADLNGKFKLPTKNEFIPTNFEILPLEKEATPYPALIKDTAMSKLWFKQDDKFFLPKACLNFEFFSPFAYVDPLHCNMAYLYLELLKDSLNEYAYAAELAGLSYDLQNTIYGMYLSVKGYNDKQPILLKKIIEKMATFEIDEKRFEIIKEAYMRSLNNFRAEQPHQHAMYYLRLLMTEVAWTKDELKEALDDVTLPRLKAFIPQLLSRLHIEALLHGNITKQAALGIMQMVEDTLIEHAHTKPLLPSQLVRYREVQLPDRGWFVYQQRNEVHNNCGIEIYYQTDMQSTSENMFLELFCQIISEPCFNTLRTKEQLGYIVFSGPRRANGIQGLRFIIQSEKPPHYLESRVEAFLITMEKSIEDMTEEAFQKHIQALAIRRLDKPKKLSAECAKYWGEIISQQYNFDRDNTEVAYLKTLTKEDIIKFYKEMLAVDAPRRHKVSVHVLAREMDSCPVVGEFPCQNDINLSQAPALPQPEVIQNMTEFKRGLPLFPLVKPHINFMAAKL
UBC9 SUMO inh – blocks human SUMOylation mediated by UBC9; HTRF SUMOylation assay, SAE1/SAE2 + UBC9, in vitro; 290,000 tested, 0.36% active; inhibition, % at 35 µM; in the data active = inhibition above about 50%, passing the limit was not always enough; also: strong numbers were not always called active
PfM18AAP inh – blocks P. falciparum M18 aspartyl aminopeptidase | recombinant PfM18AAP, H-Glu-NHMec fluorogenic cleavage | inhibition, % at 7.35 µM | 290,000 tested, 1.2% active;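 active = inhibition above the campaign mean inhibition over all tested compounds plus 3 SD, cut at about 28% in these data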;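 also: 0% = plate median of test compound wells and 100% = 2 mM ZnCl2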
FID counter – counter-screen for HCV NS3 helicase inhibitors: DNA intercalator displacement | inhibition, % at 7.9 µM | 290,000 tested, 0.17% active | DNA fluorescent intercalator displacement, fluorescence; in the data active = inhibition above about 37%;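 also: 0% = vehicle and 100% = reference compound; higher means more ethidium bromide displaced from hairpin DNA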
VIM-2 inhibitor – blocks Pseudomonas aeruginosa VIM-2 metallo-beta-lactamase. purified VIM-2, nitrocefin hydrolysis, epi-absorbance fluorescence. inhibition, % at 5.6 µM. 290,000 tested, 0.89% active. AID 1527;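 active = inhibition above the mean of all tested compounds plus 3 SD, cutoff set per screening run, cut at about 7.5% in these data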;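 also: red hydrolysis product quenches plate fluorescence so inhibitors raise well fluorescence; 0% = enzyme with DMSO and 100% = DMSO without enzyme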
IDE act – activators of human insulin-degrading enzyme in cells | activation, % at 5.96 µM | P14735 | 340,000 tested, 0.073% active | HEK cells, FAbeta-B cleavage, fluorescence polarization; 0% vehicle, 100% cell-free pure enzyme wells;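 active = activation above the mean of all tested compounds plus 3 SD, set per screening campaign, cut at about 17% in these data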
IMP-1 inhibitor – inhibitors of Pseudomonas aeruginosa IMP-1 metallo-beta-lactamase; purified IMP-1, nitrocefin hydrolysis, epi-absorbance fluorescence; inhibition, % at 5.6 µM; 290,000 tested, 0.45% active; AID 1556;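 active = inhibition above the mean plus 3 SD of all compounds in the same screening run, cut at about 4.5% in these data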;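 also: 0% = IMP-1 with DMSO and 100% = DMSO wells lacking enzyme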
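System: Purified IMP-1 | Read-out basis: Percent enzyme inhibition | Controls: IMP-1 with DMSO as 0%, enzyme-free DMSO as 100% | Replicates: One well per compound | Doses: 5.6 µM nominal single concentration | Detection: Epi-absorbance fluorescence, 480 nm excitation, 530 nm emission | Incubation: 25 °C, 15 min preincubation, 25 min reaction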
The depositor's hits bear a star; · = not tested or not shown.

cpd	compound	FID counter	VIM-2 inhibitor	UBC9 SUMO inh	PfM18AAP inh	HCV NS3 hel inh	pCIP destab	IMP-1 inhibitor	IDE inh	IDE act
1	CC1=CCC(/C=N\Nc2nnc3c(n2)[nH]c2ccccc23)CC1 (stereo unspecified)	1	-0.6	5	36*	-10	-16	-1.9	2	·
2	COc1ccc2c(c1)C(NS(=O)(=O)OCC(Cl)(Cl)Cl)CCC2 (stereo unspecified)	-10	0.7	-17	-9	-24	-1	-0.6	2	4
3	NC(CC(=O)OC1CCCCC1)C(=O)OC1CCCCC1 (stereo unspecified)	25	2.9	-2	-16	-14	11	5.4*	-8	-4
4	O=c1[nH]c2ccccc2c2ccccc12	-2	3.9	16	-5	4	9	-1.5	2	-1
5	Cc1cc(C(=O)NNC(=O)Nc2ccccc2)no1	-1	0.0	24	-8	-12	-15	-2.0	2	-2
6	Cc1cc(N2CCN(Cc3ccccc3)CC2)n2nc(C)c(-c3ccccc3)c2n1	-11	-1.7	-20	5	11	-18	-4.2	3	-1
7	O=C(N/N=C/c1ccccn1)c1cc(-c2ccc(Br)cc2)nc2ccccc12	-19	-1.5	-33	-2	1	-6	-2.4	-2	7
8	COC(=O)c1ccc(NC(=O)CSc2nncc3ccc(OC)c(OC)c23)cc1	-2	0.1	-27	-6	3	3	0.8	1	4
9	COc1cc(C(=O)NCCOc2cccc(C)c2)c(Br)c(OC)c1OC	-27	-0.6	-5	-4	-1	-1	-4.2	4	1
10	Cc1ccc(C2=NC3(CCCCCC3)NC2=S)cc1	2	-0.4	10	-11	4	-4	-1.8	2	-5
11	O=C(CCN1C(=O)/C(=C/c2cccs2)SC1=S)N1CCCCC1	-24	-0.1	14	-32	-5	-4	0.5	-6	1
12	CCOc1ccc(NC(=O)Nc2nnc(CC)s2)cc1	-5	0.2	-9	0	0	-6	-1.6	-4	1
13	COc1ccccc1CC(=O)Nc1cccc(F)c1	-2	-2.8	12	0	7	-4	-3.0	3	1
14	O=S(=O)(NC1CCCCC1)c1cccc(-c2nnc(-c3ccccc3)o2)c1	-7	-1.7	-6	0	-1	-3	-4.0	-2	2
15	Cc1nnc(Nc2ccc(Cl)cc2)n(N)c1=O	0	-0.3	5	-2	0	-13	-2.5	0	7
16	Cc1cccc(C2NC(=O)c3ccccc3O2)c1 (stereo unspecified)	-4	1.1	8	-5	1	0	-0.6	0	-5
17	COC(=O)CN1C(=O)C2(C(C#N)=C(N)Oc3n[nH]c(-c4cccs4)c32)c2ccccc21 (stereo unspecified)	-35	-0.1	16	7	7	-5	2.3	-1	5
18	CCSc1nc2ccccc2n1CC(=O)OC	-1	-3.5	25	-4	2	-16	-3.8	-1	2
19	CC1(NC(=S)Nc2ccccc2)CCS(=O)(=O)C1 (stereo unspecified)	1	-0.1	19	-1	-11	2	-1.5	1	·
20	O=C(Nc1ccccc1)Nc1cccc(Cl)c1Cl	2	-0.2	15	0	-1	-4	0.5	-3	-3
21	O=S(=O)(c1ccc(Nc2ccc3c(c2)OCO3)nc1)N1CCOCC1	4	-4.8	-12	3	-2	0	-3.3	4	5
22	Cc1c(NC(=O)c2cc3nc(-c4ccc(Cl)cc4)cc(C(F)(F)F)n3n2)c(=O)n(-c2ccccc2)n1C	-3	1.7	15	4	-2	-8	-3.9	10	-1
23	COc1ccc(Nc2ccc(Cl)cc2)c(C(=O)O)c1	-25	-0.7	-2	-3	14	-4	-2.1	3	-1
24	c1ccc(OCCCn2nnc(-c3ccc(N4CCOCC4)cc3)n2)cc1	-3	-0.9	15	3	-3	-4	-1.9	1	0
25	COc1ccc(N2CCN(Cc3nc4scc(-c5cccs5)c4c(=O)[nH]3)CC2)cc1	-4	-5.3	16	4	-6	2	-2.6	9	-5
26	O=C(O)C/C(=C\c1cccc(NC(=O)c2ccccc2Cl)c1)c1nc2ccccc2s1	-36	-0.6	23	8	25	-16	-2.3	-5	-4
27	O=C(O)CCSc1nc2ccccc2n1Cc1ccccc1	-41	1.2	-13	9	15	-2	0.5	-4	2
28	CCCCC[C@H]1CN(C2CCCCC2)C(=O)[C@@H]1CC(=O)NCc1ccccc1	-53	1.8	-9	16	7	5	1.7	3	-1
29	NC(=O)c1cc(-c2ccccc2)nc(N2CCCCCC2)n1	-17	-4.5	14	-2	-4	3	-3.0	-4	-7
30	Cc1ccccc1-c1nc(CS(=O)CC(=O)NC2CCCCC2)c(C)o1 (stereo unspecified)	-43	-3.1	-13	-16	13	3	-4.2	7	6

(further entries)
cpd	compound	FID counter	VIM-2 inhibitor	UBC9 SUMO inh	PfM18AAP inh	HCV NS3 hel inh	pCIP destab	IMP-1 inhibitor	IDE inh	IDE act
31	Cc1nc(SCC(=O)Nc2ccccc2C(F)(F)F)c(C#N)c(C)c1CC(=O)c1ccc(Br)cc1	-5	-2.1	21	-10	10	-6	-3.4	1	·
32	Cc1cccc(NC(=O)c2cccc(N3C(=O)C4C5C=CC(C6CC56)C4C3=O)c2)c1 (stereo unspecified)	-35	-0.2	15	-12	-2	-23	0.0	1	-1
33	COC(=O)c1ccccc1NC(=O)CCCn1nc(C)c2c(C)n(-c3ccccc3)nc2c1=O	-34	0.8	-3	3	0	10	-0.9	-6	3
34	CCN(c1cccc(C)c1)S(=O)(=O)c1cc(CN2C(=O)c3cccnc3C2=O)ccc1OC	-49	-0.4	-3	3	-5	5	-1.1	1	5
35	N/C(=N\c1nc2ccccc2o1)NC(=O)c1ccc(F)cc1	1	-2.2	16	-6	5	4	-3.1	3	6
36	CC(C)(C)c1ccc(C(=O)N/N=C/c2cccc(Cl)c2)cc1	-4	-2.8	-24	5	14	-6	-6.7	1	1
37	CCOc1ccc(CCNC(=O)C2CCCN(S(=O)(=O)c3c(C)n[nH]c3C)C2)cc1OCC (stereo unspecified)	-28	-2.6	0	-3	-3	-4	-2.0	6	4
38	O=C(CSc1nnc(CNC(=O)c2ccccc2)o1)NCC1CCCO1 (stereo unspecified)	-2	-3.4	4	3	0	3	-3.3	0	-1
39	Cn1c2ccccc2c(=O)c2ccc(C#CC3(O)CCCCC3)cc21	-28	5.7	5	3	4	-8	-2.7	0	-2
40	O=C(O)C(Cc1ccc(O)cc1)N1C(=O)C2CCCCC2C1=O (stereo unspecified)	5	-4.8	-27	-3	19	-3	-3.0	0	1
41	CC1CCCCC1NC(=O)C1CCCN1S(=O)(=O)c1cccc2nsnc12 (stereo unspecified)	-12	-1.1	9	-9	1	-4	-1.5	0	3
42	O=C(CCCc1cccs1)Nc1nc2c(s1)CCCC2	-9	-2.0	-4	-4	-11	10	-7.5	2	-1
43	CCCOP(=O)(c1ccc(N(C)C)cc1)C(Nc1ccccc1)c1ccc(N(C)C)cc1 (stereo unspecified)	-28	0.6	-10	8	-9	-2	-0.5	2	4
44	COCCNC(=O)c1ccc2snnc2c1	-1	-1.2	14	4	0	3	-3.9	4	-2
45	Cc1oc2ccccc2c1CNC(=O)N(C)C	-5	-2.1	-7	-2	33	-2	-0.8	7	5
46	O=S(=O)(Nc1nc(-c2ccccc2)cs1)c1cccc(C(F)(F)F)c1	-27	-2.0	5	6	-16	-9	-3.7	2	5
47	COC(=O)C1=C(C)NC(=O)/C1=C\c1ccc2c(c1)OCO2	-1	2.0	17	12	1	-7	-0.6	-1	0
48	O=C(Nc1ccc(Oc2ccc(NC(=O)Nc3ccc([N+](=O)[O-])cc3)cc2)cc1)Nc1ccc([N+](=O)[O-])cc1	6	-1.3	11	-1	-5	-14	-2.9	2	-1
49	CC(=O)N(c1nnc(-c2ccc(C)cc2)s1)C1CCCC1	-26	-1.8	3	0	-4	-7	-3.1	0	-5
50	Cc1n[nH]c(C)c1N1C(=O)c2cccc3c(Br)ccc(c23)C1=O	-25	29*	-15	9	4	0	0.9	2	2
51	Cn1nccc1C(=O)N1CCCC(N2CCN(c3cccc(C(F)(F)F)c3)CC2)C1 (stereo unspecified)	-36	-0.5	11	0	-1	-8	-1.4	3	-4
52	CCOc1ccc2[nH]c3nc(SCC(=O)NC4CCCC4)nnc3c2c1	-3	-3.4	39	1	2	-16	-4.0	3	-2
53	CCCCCn1nc(C)c(/C=N\NC(=O)c2cc(C)oc2C)c1C	-16	-3.9	-18	-8	6	-1	-4.9	-5	-2
54	CCCNc1nc2c(c(=O)[nH]c(=O)n2C)n1CCOc1ccccc1	-22	-1.5	-1	-2	-7	2	-2.1	3	0
55	COc1ccc(C2C(C(=O)Nc3ccccc3)=C(C)Nc3nc(CCCO)nn32)cc1 (stereo unspecified)	-6	-1.8	-13	6	6	-9	-2.3	-4	3
56	C/C(=N\NC(=O)CSc1nc2ccccc2s1)c1ccco1	-10	-4.8	3	3	-10	-4	-2.9	-7	4
57	Fc1cccc(Cl)c1CNC(c1ccccc1)c1ccccc1	-2	-1.5	-19	6	2	-13	-4.1	0	2
58	Cc1cc2nc3s/c(=C/c4ccc(-c5ccccc5C(=O)O)o4)c(=O)n3c2cc1C	-10	3.2	15	8	-16	-70	0.4	4	2
59	CCOC(=O)C1(C(F)(F)F)N=C(c2ccccc2F)OC(N(C)C)=N1 (stereo unspecified)	-10	-0.4	9	-18	-4	-2	-2.9	-4	-2
60	CCOc1ccc(NC(=O)N2CCN(S(C)(=O)=O)CC2)cc1	1	-4.6	-7	6	7	-25	-4.0	4	5

VIM-2 inhibitor: hit marks shown above
entry	mol	VIM-2 inhibitor	UBC9 SUMO inh	PfM18AAP inh	HCV NS3 hel inh	pCIP destab	IMP-1 inhibitor	IDE inh	IDE act
50	Cc1n[nH]c(C)c1N1C(=O)c2cccc3c(Br)ccc(c23)C1=O	29*	-15	9	4	0	0.9	2	2

Next compounds:
cpd	compound	FID counter	VIM-2 inhibitor	UBC9 SUMO inh	PfM18AAP inh	HCV NS3 hel inh	pCIP destab	IMP-1 inhibitor	IDE inh	IDE act
61	CCCc1sc(N)nc1-c1ccc(Cl)cc1	2	-3.8	-12	-2	-17	-5	-4.9	-5	5
62	Cc1ccc(-c2ccc(SCC(=O)NC3CCCCC3)nn2)cc1	-32	-2.5	10	6	0	2	-6.8	2	7
63	Cc1ccc(-c2nnc3c4ccccc4c(C)nn23)cc1NC(=O)c1ccco1	-10	1.4	·	1	0	·	-6.0	·	·
64	Cc1cc2c(cc(C(=O)OC(C(=O)NCC3CCCO3)C(C)C)n2C)o1 (stereo unspecified)	-29	-3.5	8	-3	-6	-11	-3.4	5	7
65	COc1cccc2cc(C(=O)Nc3cccc(C)n3)c(=O)oc12	·	·	6	·	·	-9	·	-3	7
66	CCCCn1c(=O)[nH]c2ccccc21	0	-0.5	8	3	2	-8	-5.0	2	0
67	CC(C)COC(=O)Nc1nnc(SCc2ccccc2F)s1	-7	0.7	11	1	-3	5	-2.1	7	3
68	O=[N+]([O-])c1ccc(Nc2c3ccccc3nc3ccccc23)cc1	23	3.9	-32	11	-9	5	-1.8	·	-3
69	CCOC(=O)c1cc(C)sc1NC(=O)CCC(=O)O	-6	-2.0	8	11	-1	4	-2.0	0	3
70	O=C(NC1(Cc2ccc(O)cc2)CCCCC1)c1ccccc1	-16	-1.9	2	3	-2	-11	-3.8	0	11
71	COc1ccccc1OCCNC(=O)c1cc(F)c(F)cc1Cl	-3	-1.1	12	-3	2	-3	-1.2	1	0

Source: PubChem
